# Assay outcomes deposited in PubChem BioAssay by several laboratories.
# HTR5A ag ctr = counter-screen for OPRM1-OPRD1 agonists: human HTR5A agonism. P47898. HTR5A agonist assay, luminescence, cell-based. activation, % at 9.3 µM. 340,000 compounds, 0.61% hits. AID 504692; in the data active means activation mostly above about 9.5%, no sharp cut-off; inactive means mostly below about 7.6%;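 further: 0% = cells with vehicle only and 100% = reference agonist; strong numbers were not always called active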
# Target sequence (P47898 whole entry, looked up): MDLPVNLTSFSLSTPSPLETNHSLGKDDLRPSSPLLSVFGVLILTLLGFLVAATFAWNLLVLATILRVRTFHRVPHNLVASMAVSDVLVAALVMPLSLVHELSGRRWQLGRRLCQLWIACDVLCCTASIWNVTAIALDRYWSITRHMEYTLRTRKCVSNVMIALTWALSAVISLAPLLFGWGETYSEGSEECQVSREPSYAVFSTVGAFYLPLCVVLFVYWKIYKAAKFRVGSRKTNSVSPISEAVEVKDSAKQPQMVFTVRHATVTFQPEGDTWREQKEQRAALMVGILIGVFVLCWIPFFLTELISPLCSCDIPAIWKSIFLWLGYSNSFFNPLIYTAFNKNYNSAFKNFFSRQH
# dFosB act = mouse delta FosB homodimer activation; P13346; purified delta FosB, TAMRA-CDK5 oligo fluorescence polarization; percent of positive-control signal above neutral wells; activation, % at 25 µM; 340,000 compounds, 0.99% hits; AID 493131;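 active means mean activation above about 17%, with every replicate also reaching it, limit read from the data, passing the limit was not always enough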;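 further: fluorescence polarization rise as delta FosB binds a TAMRA Cdk5 AP-1 oligo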
# PvdQ acylase = P. aeruginosa PvdQ acylase inhibition | 340,000 compounds, 0.063% hits | purified PvdQ acylase, fluorescence plate reader | AID 488965 | inhibition, % at 10 µM; in the data active means inhibition above about 30%, passing the limit was not always enough;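 further: 0% = vehicle neutral wells and 100% = reference inhibitor wells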
# CDK5 p35 inh = inhibitors of human CDK5/p35 kinase; Q00535+Q15078; Recombinant CDK5/p35, ADP-Glo luminescence, 60 min; inhibition, % at 10 µM; 330,000 compounds, 0.01% hits; AID 488839;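 active means highest replicate inhibition of at least 50% and at least 75% of replicates reaching 50%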;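 further: plate controls were DMSO neutral control for no effect and GW8510 at 10 µM for full effect; many of its hits are not listed in these tables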
# Target sequence (Q00535 whole entry, looked up): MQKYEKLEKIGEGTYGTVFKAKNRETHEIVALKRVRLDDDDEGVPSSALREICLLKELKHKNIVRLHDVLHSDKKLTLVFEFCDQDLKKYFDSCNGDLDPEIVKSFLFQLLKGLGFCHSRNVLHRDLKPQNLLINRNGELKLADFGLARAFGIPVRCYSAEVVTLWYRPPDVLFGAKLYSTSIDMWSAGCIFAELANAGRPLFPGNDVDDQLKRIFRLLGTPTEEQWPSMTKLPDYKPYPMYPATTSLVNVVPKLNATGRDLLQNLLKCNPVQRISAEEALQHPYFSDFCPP
# Target sequence (Q15078 whole entry, looked up): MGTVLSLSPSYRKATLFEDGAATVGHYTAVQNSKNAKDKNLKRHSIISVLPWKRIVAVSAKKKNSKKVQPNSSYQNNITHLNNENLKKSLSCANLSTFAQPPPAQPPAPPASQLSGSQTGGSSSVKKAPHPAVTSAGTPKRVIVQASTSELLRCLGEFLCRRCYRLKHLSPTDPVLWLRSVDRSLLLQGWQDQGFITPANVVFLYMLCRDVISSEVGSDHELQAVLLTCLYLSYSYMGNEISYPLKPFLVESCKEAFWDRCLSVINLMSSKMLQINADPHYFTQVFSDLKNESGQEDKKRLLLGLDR
# Rtt109 Vps75 = blocks Candida albicans Rtt109/Vps75 acetyltransferase activity. purified Rtt109/Vps75, ThioGlo CoA-SH fluorescence, 4 h. inhibition, % at 34.9 µM. 330,000 compounds, 0.16% hits. AID 540336;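 active means inhibition of at least 50% in every replicate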
# cardiac RTF act = increases calcium sensitivity of human cardiac regulated thin filaments; P19429+P45379; 340,000 compounds, 0.24% hits; AID 493008; IANBD-labeled TnC RTF fluorescence at EC20 calcium; 0% EC20 calcium, 100% full calcium; activation, % at 7.2 µM;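 active means activation above the mean over all tested compounds plus 3 SD, cut at about 30% in these data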;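 further: rise in fluorescence read as greater calcium sensitivity of cardiac thin filaments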
# Wnt act = activates Wnt/beta-catenin signaling in a reporter cell assay; activator, plate reader; AID 743398; activation, % at 9.35 µM; 300,000 compounds, 1.2% hits; in the data active means activation above about 30%, passing the limit was not always enough;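 further: 0% = neutral control wells and 100% = positive control wells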
# SR-BI uptake up = enhances SR-BI lipid uptake from DiI-HDL; activation, % at 12.5 µM; CHO ldlA[mSR-BI] cells, DiI-HDL uptake fluorescence, 3 h; 100 = double the neutral-control signal; 320,000 compounds, 0.096% hits;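 active means mean replicate activation of at least 60% and every replicate at or above 60%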;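 further: 0% = median plate neutral-control signal and 100% = twice that signal; values of inactives mirror those of a sister screen read the other way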
#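 Test system: SR-BI-overexpressing, LDLR-lacking CHO cells; Also added: labelled HDL, 10 µg/mL; Measured by: bottom-read cell fluorescence after medium removal, ex 550/em 595 nm; Timing: 3 h uptake period with compound, 37 °C; Buffer or medium: F12, 0.5% BSA, 25 mM HEPES; Doses: single compound concentration, delivered by pin transfer.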
# MITF TRPM1 HTS = MITF TRPM1 promoter activation in melanoma cells; AID 588334; activation, % at 12.5 µM; SK-MEL-5 TRPM1-promoter luciferase, 24 h; % of positive control, neutral wells = 0; 300,000 compounds, 0.75% hits;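 active means mean activation of at least 80% with every replicate also reaching 80%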;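 further: 0% = neutral control wells and 100% = parthenolide positive control wells; values of inactives mirror those of a sister screen read the other way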
# SR-BI DiI inh = inhibitors of mouse SR-BI mediated HDL lipid uptake | inhibition, % at 12.5 µM | AID 488896 | Q61009 | 320,000 compounds, 0.96% hits | ldlA[mSR-BI] CHO cells, DiI-HDL uptake fluorescence, 3 h;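 active means mean replicate inhibition of at least 70% and a set share of replicates each scoring 70 or more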;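 further: 0% = median of neutral control wells and 100% = median of positive control wells; values of inactives mirror those of a sister screen read the other way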
# The depositor's hits bear a star; nt = no result given.
Compound	HTR5A ag ctr	dFosB act	PvdQ acylase	CDK5 p35 inh	Rtt109 Vps75	cardiac RTF act	Wnt act	SR-BI uptake up	MITF TRPM1 HTS	SR-BI DiI inh
CC(NC(=O)c1cn(C)c2ccc(S(=O)(=O)N3CCCC3)cc2c1=O)c1ccc2c(c1)OCCO2 (stereo not given)	5.5	1.8	6.9	0.8	1.3	1.0	nt	13.4	-4.5	-13.4
CNc1nc(-c2ccc3c(c2)CCN3S(=O)(=O)c2ccccc2)c(C)s1	3.0	-12.3	-1.5	0.7	-3.0	2.7	-2.7	-25.6	-12.6	25.6
Cn1c(=O)oc2cc(S(=O)(=O)N3CCC(C(=O)N4CC=C(c5ccccc5)CC4)CC3)ccc21	5.5	-8.4	3.2	0.9	10.8	-2.7	0.0	2.0	-7.6	-2.0
S=c1[nH]cc(-c2ccc(Cl)cc2)n1-c1ccccc1	1.7	9.8	-17.1	2.6	-5.5	3.2	-2.4	-3.8	-10.5	3.8
O=C(OCn1ncc(Br)c(Br)c1=O)c1ccccc1Cl	0.0	-4.6	3.9	-1.4	6.8	-1.9	nt	8.6	-88.2	-8.6
CC(C)(C)c1ccc(OC2=CS(=O)(=O)c3ccccc32)cc1	2.3	-7.3	-15.4	-1.7	3.9	-7.7	22.8	nt	24.4	nt
O=C(NCCCc1nc2ccccc2[nH]1)c1ccc(F)cc1	0.2	-7.5	-4.5	0.7	4.4	3.5	-4.1	17.7	-2.7	-17.7
Cc1cccnc1NC(=S)NC(=O)/C=C/c1ccco1	-2.0	1.7	-4.6	0.6	-13.2	-3.9	24.5	-12.3	4.8	12.3
O=C(Nc1nnc(COc2ccccc2)s1)C1CCN(S(=O)(=O)c2ccc(Cl)cc2)CC1	-1.3	1.0	-0.1	0.2	-0.6	-10.1	-0.5	-10.0	-17.0	10.0
O=[N+]([O-])c1c(NCCCO)cc(Sc2nc3ccccc3s2)c2nonc12	-5.0	4.0	-14.3	0.3	16.3	-3.7	nt	-41.1	-67.1	41.1
CCCCCCCCCCCCCCCC(O)C[N+](C)(C)CCO (stereo not given)	0.4	-179.4	-12.0	-3.5	15.9	-7.4	-13.5	8.9	-5.1	-8.9
Cc1onc(-c2c(Cl)cccc2Cl)c1C(=O)NC(=S)N1CCOCC1	1.7	-6.6	4.8	1.2	-5.2	2.4	1.6	5.6	-5.3	-5.6
O=S(=O)(NCC(O)c1ccccc1)c1ccc(-c2ccccn2)s1 (stereo not given)	1.3	-5.5	-9.3	-0.1	-5.9	-7.1	-3.4	18.7	-4.0	-18.7
CC(C(=O)Nc1ccc(S(=O)(=O)N2CCCC2)cc1)N(C)CC(=O)Nc1cccc(F)c1 (stereo not given)	1.6	-1.9	10.4	-0.1	-1.4	-3.3	4.8	-43.6	-7.1	43.6
COc1ccc2c(c1)[nH]c1c(=O)n(CCN3CCCC3)cnc12	-4.3	6.9	2.1	-1.4	-11.0	-2.4	-1.3	-5.8	-4.1	5.8
CC(=O)Nc1ccc(N2C(=O)c3cccc(NC(C)=O)c3C2=O)cc1	-5.1	-1.8	-12.5	0.5	2.1	0.4	-1.6	-5.1	-5.0	5.1
Cc1oc(-c2ccc(Cl)cc2)nc1CN1CCCC(C(=O)N2CCN(C(=O)c3ccco3)CC2)C1 (stereo not given)	-0.3	-12.1	-14.9	-0.8	10.3	-1.3	-5.1	-31.2	nt	31.2
COc1cc(/C=N/NC(=O)c2cccc([N+](=O)[O-])c2)cc(OC)c1O	-2.1	-7.0	-5.5	3.6	-12.7	1.6	-4.7	-26.2	-1.0	26.2
O=C(COc1coc(CN2CCCc3ccccc32)cc1=O)Nc1ccccc1	4.0	-8.7	-6.0	-1.1	1.5	0.1	1.2	-3.2	-19.2	3.2
C=CCn1c(=NC(=O)c2cc(Cl)sc2Cl)sc2cc(S(N)(=O)=O)ccc21	2.0	25.4*	-1.8	0.1	-8.2	2.2	-14.5	-19.0	-11.0	19.0
Cc1noc(C)c1COC(=O)CCc1nc2ccccc2c(=O)[nH]1	4.5	-5.3	-15.6	-3.3	-0.6	2.7	-2.5	-1.2	2.0	1.2
N#C/C(=C\c1ccccn1)c1nc2ccccc2s1	-0.7	-4.1	-2.1	0.4	3.0	59.7*	7.4	-52.0	-27.6	52.0
Cc1cc(NC(=O)CCC(=O)N(CC(=O)NC2CCCC2)c2ccc(F)c(Cl)c2)no1	-1.0	-8.1	-1.6	-1.0	-3.3	-9.1	1.1	nt	-15.4	nt
CCCCS(=O)(=O)N1CCCC(C(=O)NCC2CCCO2)C1 (stereo not given)	2.1	-2.1	-8.8	-0.1	-11.8	-3.2	-0.5	13.2	4.1	-13.2
CC(C)c1ccc(NC2CCCN(C(=O)c3ccc(N4CCOCC4)cc3)C2)cc1 (stereo not given)	0.8	-3.2	-4.8	-0.1	0.2	-2.2	-0.1	-0.6	-9.2	0.6
CCC(=O)Nc1ccc(NC(=S)NC(=O)c2cc3ccccc3o2)cc1	-0.9	-0.7	-6.9	1.6	-4.6	7.9	nt	1.3	14.5	-1.3
COc1ccc(NC(=O)c2ccc(S(=O)(=O)N3CC(C)OC(C)C3)cc2)cc1 (stereo not given)	-1.8	-8.3	-19.2	-0.7	0.3	0.7	-1.9	-19.8	-7.7	19.8
CN1C(CC(=O)c2ccccc2)CCCC1CC(O)c1ccccc1 (stereo not given)	3.3	-6.7	-15.2	-2.2	9.3	1.6	0.1	7.0	-3.9	-7.0
CC(=O)NC(CCCCNC(=S)NC1CCCCC1)C(=O)O (stereo not given)	1.8	-9.8	0.3	-2.7	-5.1	12.8	0.0	18.4	2.9	-18.4
COc1ccc(NC(=O)C(=O)NCC2CCCN2S(=O)(=O)c2cc(C)ccc2C)cc1 (stereo not given)	-0.7	-13.0	-13.9	-1.0	2.0	-3.2	-9.6	-7.5	-31.3	7.5
O=C(CSc1nnc(COc2ccc(Cl)cc2)n1Cc1ccco1)c1ccccc1F	4.8	-5.2	-5.5	-3.2	10.0	1.5	nt	-41.2	13.2	41.2
CCOC(=O)C1(CCOC)CCN(Cc2cccc(OCc3ccccc3)c2)CC1	4.7	-6.7	-9.2	-0.6	-4.4	-7.1	-5.8	6.0	0.5	-6.0
CCc1ccccc1NC(=S)N(Cc1ccc(C(=O)O)cc1)Cc1ccc(OC)c(OC)c1	3.2	1.5	0.3	-0.8	13.2	3.5	-2.0	1.3	-5.5	-1.3
CC(C)CC(=O)N1CCC(O)(CS(=O)(=O)c2ccc(Cl)c(Cl)c2)CC1	0.9	0.2	-12.1	-0.8	-4.8	-5.0	-3.4	6.5	-1.7	-6.5
N#Cc1c(-c2cccs2)nc(SCc2ccc(Cl)cc2)[nH]c1=O	0.1	-18.2	-14.5	-1.0	-13.1	1.0	1.3	0.7	-16.7	-0.7
COc1cc([N+](=O)[O-])ccc1NC(=O)CCCOc1cccc(C)c1	2.5	-2.9	5.6	-0.2	-8.3	-4.9	2.4	-1.1	-6.0	1.1
Cc1cccc(NC(=O)C23CCC(C)(C(=O)O2)C3(C)C)c1 (stereo not given)	5.0	6.9	-1.9	0.3	10.0	-0.8	-4.9	10.7	4.0	-10.7
Cc1ccc(NS(=O)(=O)c2cccc3cccnc23)c(Br)c1	-1.1	-2.3	-14.1	-0.7	-4.4	0.8	-0.4	-11.1	-5.2	11.1
CN=C(C[N+](=O)[O-])NCCSCc1ccc(CN(C)C)o1	5.7	4.1	-5.3	0.4	-5.0	5.8	-0.9	-2.0	3.2	2.0
O=C(C1CCCN(S(=O)(=O)c2cccc3cccnc23)C1)N1CCc2ccccc21 (stereo not given)	8.6	-7.8	-5.0	-4.0	2.2	3.8	-2.2	-16.8	-24.5	16.8
Cc1nc(-c2ccc(NC(=O)c3cccs3)cc2)cs1	1.2	-4.8	2.1	2.0	-2.0	-4.5	5.4	-2.3	1.5	2.3
Cc1ccc(C)c(S(=O)(=O)NCc2ccc(C(=O)N3CCN(C)CC3)cc2)c1	3.3	-9.4	5.7	-1.9	23.5	4.1	nt	2.9	-1.5	-2.9
COc1ccc(S(=O)(=O)Nc2ccc3c(c2)OCCO3)cc1OC	-1.3	-4.2	1.7	2.5	10.5	-4.0	1.3	14.6	-0.4	-14.6
Cc1ccc(N2CC(C(=O)N3CCN(c4ccccn4)CC3)CC2=O)cc1 (stereo not given)	2.0	-4.8	3.7	-0.8	2.0	-2.3	2.1	13.1	-6.4	-13.1
CC(/C=C/c1ccc(N(C)C)cc1)=N/N=C1/NC(=O)CC(C(=O)Nc2ccc(Cl)cc2)S1 (stereo not given)	4.2	1.9	2.9	-0.5	3.5	32.3*	nt	-31.9	30.2	31.9
O=C(C1=C[C@@H](C2CC2)C[C@@H](OCCCCO)O1)N1CCN(Cc2ccc3c(c2)OCO3)CC1	0.1	-8.2	-13.5	-1.2	-6.0	14.3	-1.3	6.0	18.1	-6.0
O=C(NCCc1ccccc1)c1ccc(=O)[nH]c1	-2.5	1.6	-5.2	0.5	0.8	-0.7	nt	12.8	1.5	-12.8
COc1cc2c(cc1OC)C(c1ccc(-c3ccccc3Cl)o1)=NCC2	6.5	14.8	-7.6	2.0	6.2	-17.6	13.6	-35.6	-9.4	35.6
CO/N=C/c1ccc(N2CCN(C(=O)c3cccc(C(F)(F)F)c3)CC2)c([N+](=O)[O-])c1	1.7	-17.0	-0.1	0.1	-2.1	-1.9	-8.4	-23.9	nt	23.9
Cc1cc(C)n(-c2ccc(C(=O)OCc3ccccc3)cc2)n1	6.9	-9.4	10.7	1.0	9.9	-3.5	-2.0	0.3	16.2	-0.3
C=CCn1c(=O)c2ccccc2n2c(SCC(C)=O)nnc12	6.1	-3.9	-14.7	2.4	0.1	-2.4	-0.1	24.1	2.5	-24.1
CCOc1ccc(S(=O)(=O)N2CCCC(C(=O)NCc3ccncc3)C2)cc1C (stereo not given)	1.5	-17.8	-3.6	0.0	1.2	-4.3	-1.1	1.6	-4.0	-1.6
O=C(O)CCCn1cc(NC(=O)c2sc3ccccc3c2Cl)cn1	-1.8	-4.1	-16.8	0.7	9.1	0.2	2.2	25.3	-12.3	-25.3
CCSc1n[nH]c(=O)[nH]c1=O	-1.4	1.9	-6.3	2.7	-0.5	5.7	5.1	nt	nt	nt
COc1ccc(SCCN2CCN(CC(C)C)CCC2=O)cc1	-5.7	-8.3	5.2	1.2	11.1	-4.5	-2.1	9.4	-5.4	-9.4
Cc1ccc(CNS(=O)(=O)c2c(C(=O)N3CCCCC3)c(C)n(C)c2C)o1	0.6	2.2	-10.1	0.1	-16.9	2.1	5.7	11.3	-3.2	-11.3

# The order is random; 4.4% or so of the library scored in one or more.
